Bioassay records: PubChem, National Center for Advancing Translational Sciences (NCATS)
Tau fibril ThT = blocks human tau fibril formation measured by thioflavin T; P10636; recombinant tau K18 P301L, heparin-induced fibrillization, ThT fluorescence; Potency, µM (highest dose often 57.4 µM), without a hit: at the highest dose activity, negative = inhibition, actives largely listed as inhibitors; 270,000 tested, 2.1% active; AID 1460; also: % is scaled to controls: 0 for no effect and ±100 for the full control effect; nearly all actives have a fitted effect of over 55% in size
Target sequence (P10636 561-689 P618L limits assumed): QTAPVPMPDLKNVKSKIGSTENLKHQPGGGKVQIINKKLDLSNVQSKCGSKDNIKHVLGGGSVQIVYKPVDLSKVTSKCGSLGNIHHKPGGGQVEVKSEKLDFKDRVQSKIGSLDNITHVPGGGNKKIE
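Using a mix of unlabeled (15 uM) and Alexa 594-labeled (0.24 uM) tau K18 P301L, heparin-triggered fibrillization over 6 hr at 37 C was scored by ThT fluorescence.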
SMN2 splice enh = enhancers of SMN2 splice variant expression | HEK293 SMN2-luciferase splicing reporter, luminescence, 30-36 h | Potency, µM (highest dose often 46.1 µM), inactives show top-dose activity change, positive = activation, hits mostly activators | 210,000 tested, 2.8% active | AID 1458; also: % of control where 0% means no effect; nearly all actives have a fitted effect of over 55% in size
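qHTS luciferase splicing reporter: luminescence rises when SMN2 exon 7 is included in transfected HEK293 cells. Compound exposure lasted 30-36 h at 37C, with 4.5 mM final sodium butyrate as control, followed by a ONE-Glo read.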
* marks the source's active call; other numbers are inactive results; ? = inconclusive; [ ] = another dose, or the depositor's remark. Calls follow the shape of the dose curve; as a rule, active = well fitted curve in the direction sought with a large enough effect; inconclusive = small, poorly fitted or top-dose-only effect, or another doubt; inactive = no such curve, though single readings can be large; an effect the other way counts as inactive or inconclusive. Potency is read from the fitted curve at half-maximal effect. Not all compounds are listed; rates above refer to the full screens.

SMILES	Tau fibril ThT	SMN2 splice enh
CCOc1ccc(NC(=O)c2oc3ccccc3c2NC(=O)C(C)(C)C)cc1	-9%	-16%
CCC(C)NC(=O)c1ccc2c(c1)N(Cc1ccccc1)C(=O)c1ccccc1S2(=O)=O (stereo not drawn)	1%	1%
Cn1c(=O)c2c(-c3ccc(Cl)cc3)n(Cc3ccc(Cl)cc3)cc2n(C)c1=O	?	2%
COCCCNC(=O)CCc1c(C)nc2cc(-c3ccc(Cl)cc3)nn2c1C	-8%	9%
CCCCN(CC)CCCNC(=O)c1cn(CC)c2ccc(S(=O)(=O)N3CCOCC3)cc2c1=O	2%	14%
COCC(C)NC(=O)c1cnn2c(C(F)F)cc(-c3ccccc3)nc12 (stereo not drawn)	-2%	-6%
CCc1cccc(C)c1Nc1c(-c2ccc(N3CCOCC3)cc2)nc2ncccn12	?	7%
Cc1cccc(NC(=O)C2CCCN(S(=O)(=O)c3c(C)[nH]c(=O)[nH]c3=O)C2)c1C (stereo not drawn)	-8%	4%
CCN(CC)c1cc(C)c2cc(NC(=O)/C=C/c3ccccc3Cl)ccc2n1	3.5µM*	10%
COc1ccc(CCNC(=O)Cn2c(=O)n(-c3ccccc3)c(=O)c3c(C)c(C)sc32)cc1OC	-3%	-5%
Cc1cc(C)cc(Oc2nc3c(C)cccn3c(=O)c2/C=C(\C#N)c2nc3ccccc3s2)c1	-11%	6%
COc1cc2[nH]c(=O)n(Cc3ccc(C(=O)NCc4ccc(C)cc4)cc3)c(=O)c2cc1OC	-3%	12%
CN(C)c1ccc(/C=C(\C#N)c2nc3ccccc3c(=O)[nH]2)cc1	?	-3%
CCc1cccc(NC(=O)CCS(=O)(=O)c2cc(Br)cc3c2N(C(C)=O)CC3)c1	-14%	-16%
COc1cc(/C=C(\C#N)c2nc3ccccc3n2C)cc(OC)c1OC	-24%	-11%
Cc1ccc(S(=O)(=O)c2c(O)cc(C)c(NS(=O)(=O)c3ccc(Br)cc3)c2C)cc1	3%	-38%[inhibitor]
COc1ccc(NC(=O)CN(c2cccc(C)c2C)S(=O)(=O)c2ccccc2)cc1OC	?	-9%
CCN(Cc1ccccc1)C(=O)CN1C(=O)CSc2ccc(S(=O)(=O)N(CC)CC)cc21	0%	1%
Cc1ccc2nc(Nc3cccc(Cl)c3C)c(-n3nc(C)cc3C)nc2c1	-7%	-2%
CCc1ccc(NC(=O)Cn2cc(S(=O)(=O)c3ccc(F)cc3)c(=O)c3cc(OC)ccc32)cc1	7%	0%
O=C(CN(c1ccc(Cl)c(C(F)(F)F)c1)S(=O)(=O)c1ccccc1)N1CCc2ccccc2C1	-12%	-27%
CC(C)COC(=O)Cn1nnc2sc(-c3ccccc3)cc2c1=O	-9%	5%
Cc1c2cnn(-c3ccccc3)c(=O)c2c(C)n1CC(=O)NCc1ccccc1Br	4%	8%
Cc1ccc(CNC(=O)Cn2c(=O)n(Cc3ccccc3)c(=O)c3sc4ccccc4c32)cc1	8%	2%
Cc1ccc2c(c1)c(=O)c1ccccc1n2CCCC(=O)Nc1ccc(C)c(C)c1	?	?

A run of entries from the list above, as a working copy:
SMILES	Tau fibril ThT	SMN2 splice enh
CCc1cccc(NC(=O)CCS(=O)(=O)c2cc(Br)cc3c2N(C(C)=O)CC3)c1	-14%	-16%
COc1cc(/C=C(\C#N)c2nc3ccccc3n2C)cc(OC)c1OC	-24%	-11%
Cc1ccc(S(=O)(=O)c2c(O)cc(C)c(NS(=O)(=O)c3ccc(Br)cc3)c2C)cc1	3%	-38%[inhibitor]
COc1ccc(NC(=O)CN(c2cccc(C)c2C)S(=O)(=O)c2ccccc2)cc1OC	?	-9%
CCN(Cc1ccccc1)C(=O)CN1C(=O)CSc2ccc(S(=O)(=O)N(CC)CC)cc21	0%	1%
Cc1ccc2nc(Nc3cccc(Cl)c3C)c(-n3nc(C)cc3C)nc2c1	-7%	-2%
CCc1ccc(NC(=O)Cn2cc(S(=O)(=O)c3ccc(F)cc3)c(=O)c3cc(OC)ccc32)cc1	7%	0%
O=C(CN(c1ccc(Cl)c(C(F)(F)F)c1)S(=O)(=O)c1ccccc1)N1CCc2ccccc2C1	-12%	-27%
CC(C)COC(=O)Cn1nnc2sc(-c3ccccc3)cc2c1=O	-9%	5%
Cc1c2cnn(-c3ccccc3)c(=O)c2c(C)n1CC(=O)NCc1ccccc1Br	4%	8%
Cc1ccc(CNC(=O)Cn2c(=O)n(Cc3ccccc3)c(=O)c3sc4ccccc4c32)cc1	8%	2%
Cc1ccc2c(c1)c(=O)c1ccccc1n2CCCC(=O)Nc1ccc(C)c(C)c1	?	?

More entries.
SMILES	Tau fibril ThT	SMN2 splice enh
COC(=O)c1cc2sc(Cl)cc2n1CC(=O)Nc1cc(OC)cc(OC)c1	2%	-5%
COc1ccc(-c2cc(C(=O)Oc3cccc(C)c3)c3cc(C)ccc3n2)cc1	-6%	-25%
O=c1oc2ccccc2cc1-c1cn2cc(Cc3ccc(Br)cc3)sc2n1	-3%	5%
COc1ccc(NC(=O)Cn2c(=O)n(CCc3ccccc3)c(=O)c3c4c(sc32)CCCC4)cc1	14%	-5%
COc1ccc(Cn2c(CCC(=O)Nc3cc(C)cc(C)c3)nc3cccnc32)cc1	7%	-6%
O=C(NCCc1ccc(Cl)cc1)c1ccc2c(c1)N(Cc1c(F)cccc1Cl)C(=O)CS2	2%	1%
Cc1cccc(C)c1Nc1nc2ccccc2nc1NS(=O)(=O)c1ccccc1	-9%	-3%
CCOc1ccccc1NC(=O)c1ccc2c(c1)CCN2S(C)(=O)=O	-5%	1%
COc1cccc(NC(=O)Cn2c(=O)n(-c3ccccc3)c(=O)c3c4c(sc32)CCCC4)c1	?	6%
Cc1ccccc1Nc1c(-c2cccc(O)c2)nc2ccc(Br)cn12	-4%	-1%
CCCOc1cccc(C(=O)Nc2ccc(-c3nc4ccccc4o3)cc2)c1	7%	28%
CC(C)c1ccc(NC(=O)c2cc3c(=O)[nH]c4ccccc4c3n2C)cc1	11%	-1%
CCOc1ccc(Oc2nc(NC)nc(N3CCOCC3)n2)nn1	7%	?
COc1ccc(-c2oc3ncn4nc(-c5ccccc5O)nc4c3c2-c2ccc(OC)cc2)cc1	3%	1%
Cc1cccc2c1-c1sc(C(=O)NCc3ccc(Cl)cc3)cc1CO2	-1%	13%
CC1CCCN(C(=O)c2cc3c(Cl)nc4ccccc4c3s2)C1 (stereo not drawn)	?	-6%
Cn1c(C(=O)N2CCC(C(=O)N3CCN(c4ccccc4)CC3)CC2)cc2sccc21	?	6%
CCOc1ccc(OCC)c(NC(=O)C(NS(=O)(=O)c2cccs2)c2ccccc2)c1 (stereo not drawn)	4%	-13%
O=S(=O)(c1ccc(F)cc1)N(Cc1nc(-c2ccccc2)no1)C1CCCCC1	?	-9%
Cc1ccc(Cn2c(CN3CCC(C(=O)O)CC3)cc3ccccc32)cc1	0%	9%
CCOc1ccc(NC(=O)CCc2nc3cccnc3n2Cc2ccc(OC)cc2)cc1	-2%	-2%
COc1ccc(OC)c(C2CC(=O)c3c([nH]c(C(=O)OCc4ccc(C)cc4)c3C)C2)c1 (stereo not drawn)	?	1%
COc1cc(OC)c(Nc2nc3ccc(C(=O)c4ccccc4)cc3n3c(C)nnc23)cc1Cl	0%	3%
Cc1ccc(NC2=C(c3ccc(C(F)(F)F)cc3)C(=O)c3ccccc32)cc1F	-17%	4%
COC(=O)C(CCSC)NC(=O)c1cc2c(n(-c3ccc(C)cc3)c1=O)CC(C)(C)CC2=O (stereo not drawn)	-17%	-9%

Continuation.
SMILES	Tau fibril ThT	SMN2 splice enh
CNC(=O)c1cc2c(n(-c3ccc(C)cc3)c1=O)CC(C)(C)CC2=O	5%	-5%
CCCCN(CC)CCNC(=O)c1cc2c(=O)n(CC)c3ccccc3c2s1	-4%	10%
CCOC(=O)c1ccc(NC(=O)c2ncn(-c3ccccc3)n2)cc1	?	3%
CC1(C)CC(=O)c2cc(C#N)c(=O)n(-c3ccc(Cl)cc3)c2C1	-5%	-7%
CCN(CC)c1nc(-c2ccc(C(C)(C)C)cc2)nc2ccccc12	-6%	?
CCC(C)NC(=O)c1nn(-c2ccc(C)cc2)nc1CO (stereo not drawn)	12%	-5%
CCOC(=O)Cc1ccc(NC(=O)n2ncc3c(C)cccc32)cc1	-12%	3%
COc1ccc(NC(=O)c2cnc(Nc3ccc(C)c(Cl)c3)c3ccccc23)cc1OC	4%	10%
CCC(C(=O)Nc1cccc(Cl)c1C)n1nc(-c2ccc(C)cc2)ccc1=O (stereo not drawn)	?	-3%
Cc1ccc(C)c(NC(=O)Cn2c(=O)n(Cc3ccc4c(c3)OCO4)c(=O)c3ccc(C(=O)NC4CCCCC4)cc32)c1	6%	5%
COc1ccc(OC)c(NC(=O)c2nc(S(=O)(=O)Cc3ccc(F)cc3)ncc2Cl)c1	13µM*	-24%
CC(C)(C)c1ccc(-c2nnc(-c3ccccc3NC(=O)c3ccc(F)cc3F)o2)cc1	7%	-1%
CCCCOc1cccc(C(=O)N(Cc2ccc(N(C)C)cc2)C2CCS(=O)(=O)C2)c1 (stereo not drawn)	-10%	-15%
Cc1nn(C(=O)c2ccc(Cl)cc2)c(C)c1Sc1ccc(Cl)cc1	-8%	-6%
Cc1ccc(-c2nnc(Nc3ccc(OCC(N)=O)cc3)c3ccccc23)cc1S(=O)(=O)NCC1CCCO1 (stereo not drawn)	-20%	21%
O=C(Nc1cnn(Cc2ccc(Cl)cc2Cl)c1)c1noc2c1CCc1ccccc1-2	?	-9%
Cc1ccc(C(=O)N2c3ccc(C)cc3C(C)(c3ccccc3)CC2(C)C)cc1 (stereo not drawn)	?	-27%
CCOc1ccc(NC(=O)c2ccc3c(c2)CCN3S(=O)(=O)c2ccc(Cl)cc2)cc1	-7%	-6%
COc1ccc(Cl)cc1NC(=O)Cn1nnc2sc3c(c2c1=O)CCC(C(C)(C)C)C3 (stereo not drawn)	9%	5%
COc1ccc(OC)c(CCNC(=O)CCCc2nnc3n(C)c(=O)c4sccc4n23)c1	3%	2%
Cc1ccc(-n2nc3c(=O)n(CC(=O)Nc4ccccc4F)nc(C)c3c2C)c(C)c1	-4%	-28%
COc1cccc(CNC(=O)CCc2c(C)c3cc4c(C)c(C)oc4cc3oc2=O)c1	0%	1%
CCOC(=O)C1=C(CS(=O)(=O)c2ccc(Br)cc2)NC(=O)NC1c1ccccc1 (stereo not drawn)	2%	-6%
COC(=O)c1c(NC(=O)c2ccccc2C(=O)O)sc2c1CCCC2	-9%	12%
Cc1cccc(NC(=O)CSc2cc(C)c3ccccc3n2)c1	5%	8.9µM*

(next part)
SMILES	Tau fibril ThT	SMN2 splice enh
N#Cc1c(-n2ncnc2-c2ccccc2Cl)sc2c1CCCCC2	?	-6%
Cc1ccc(CN(Cc2cccn2-c2nnc(N3CCCC3=O)s2)C(=O)Nc2cc(C)cc(C)c2)cc1	1%	-10%
COc1ccc(CCNC(=O)CCCCn2c(=O)c3ccccc3n(Cc3ccccc3Cl)c2=O)cc1OC	-12%	-1%
COCc1nn2cc(-c3ccc(C)cc3)nc2s1	?	2.5µM*
Cc1ccc(-n2nc(CO)c(C(=O)NC(C)CCCc3ccccc3)n2)cc1C (stereo not drawn)	4%	8%
CC(=O)c1ccc(NC(=O)C2CCC(CNS(=O)(=O)c3cccs3)CC2)cc1 (stereo not drawn)	?	11%
Cc1ccc(CNC(=O)Cc2c(C)c3cc4c(C)coc4cc3oc2=O)cc1	-2%	9%
CCCCOc1ccc(Cn2c(=O)oc3ccc(C)cc32)cc1OC	-3%	-26%
COc1ccc(C(=O)c2cn(Cc3cccc(C)c3)c3cc4c(cc3c2=O)OCO4)cc1	-13%	20%
Cc1cc(C)cc(OCC(=O)Nc2ccc(Cl)c(-c3nc4ncccc4o3)c2)c1	?	-17%
COc1ccc(NC(=O)CNC(=O)Cn2ccc3ccccc3c2=O)c(OC)c1	-12%	14%
COC(=O)c1ccc(NC(=O)C2CCN(C(=O)c3ccc(F)cc3)CC2)cc1	0%	-16%
COc1ccc(CCNC(=O)CCn2c(=O)c3ccccc3n(CC(=O)Nc3cccc(C)c3)c2=O)cc1OC	1%	-10%
COc1ccc(Nc2oc(/C=C/c3cc(OC)c(OC)c(OC)c3)nc2C#N)cc1	-16%	30%
Cc1ccc(C(=O)N(Cc2ccco2)Cc2ccco2)cc1	-4%	6%
COc1ccc(-c2nn(C)c3sc(C(=O)N4CCN(c5cccc(Cl)c5)CC4)cc23)cc1OC	-8%	-6%
COc1ccc(N(CC(=O)N2CCN(c3ccccc3F)CC2)S(=O)(=O)c2c(C)noc2C)cc1	4%	-10%
CCOC(=O)N1CCN(CCC(=O)Nc2cccc(F)c2)CC1	-3%	7%
COc1cc(/C=C(\C#N)C(=O)Nc2ccc(C)cc2)ccc1OCc1cc(=O)n2nc(C)sc2n1	?	0%
CCOc1ccc2oc(=O)cc(CN3CCN(c4cc(C)ccc4C)CC3)c2c1	4%	-1%
CSc1ccc(C2c3c(oc4ccc(F)cc4c3=O)C(=O)N2c2ccc(C)cn2)cc1 (stereo not drawn)	-10%	-1%
COc1cc(-c2nc(Cn3nnc(C(=O)Nc4cccc(Cl)c4)c3C)c(C)o2)cc(OC)c1OC	?	6%
COC(=O)c1c(NC(=O)c2cc(=O)c3c(C)cc(C)cc3o2)sc2c1CCCC2	2%	8%
Cc1ccc(NC(=O)CSc2nc3ccccc3nc2Cc2ccccc2F)cc1F	?	4%
CC1=C(C(=O)OCc2ccc(C)cc2)C(c2cccc(F)c2F)CC(=O)N1 (stereo not drawn)	-11%	-27%
